RGS4 inhibitor: Inhibitors of Regulator of G Protein Signaling (RGS) 4: qHTS. Transcreener GDP fluorescence polarization, RGS4-accelerated GTP hydrolysis. Potency, µM (highest dose often 114 µM), for the others: at the highest dose activity change, negative = inhibition, most hits filed as inhibitors. Regulator of G-protein signaling 4 (Homo sapiens), P49798. actives 0.039% (n = 390,000); note: % is set by controls: 0 for no effect and ±100 for the full control effect; nearly all actives have a fitted effect of over 75% in size; some results filed as inactive show a strong effect at the top dose
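MLSMR compounds (23 nl, pin-transferred) preincubated 10 min at room temperature with a 500nM (2x) first reagent, then RGS4 at 900nM (2x) plus Transcreener GDP mix added; fluorescence polarization (620/688 nm) read before and after 90 min at 30 °C.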
mIDH1 inhibitor: qHTS for Inhibitors of mutant isocitrate dehydrogenase 1 (IDH1): qHTS. AID 602179, 2012. Isocitrate dehydrogenase [NADP] cytoplasmic (Homo sapiens), O75874. actives 0.093% (n = 390,000). Potency, µM (titrated, usually from 76.6 µM), for inactives: at the highest dose activity change, negative = inhibition, actives largely listed as inhibitors. IDH1-R132H enzyme, NADPH consumption, diaphorase/resazurin fluorescence; note: % is set by controls: 0 for no effect and ±100 for the full control effect; nearly all actives have a fitted effect of over 65% in size
Target sequence (O75874 whole entry R132H, stated change not applied): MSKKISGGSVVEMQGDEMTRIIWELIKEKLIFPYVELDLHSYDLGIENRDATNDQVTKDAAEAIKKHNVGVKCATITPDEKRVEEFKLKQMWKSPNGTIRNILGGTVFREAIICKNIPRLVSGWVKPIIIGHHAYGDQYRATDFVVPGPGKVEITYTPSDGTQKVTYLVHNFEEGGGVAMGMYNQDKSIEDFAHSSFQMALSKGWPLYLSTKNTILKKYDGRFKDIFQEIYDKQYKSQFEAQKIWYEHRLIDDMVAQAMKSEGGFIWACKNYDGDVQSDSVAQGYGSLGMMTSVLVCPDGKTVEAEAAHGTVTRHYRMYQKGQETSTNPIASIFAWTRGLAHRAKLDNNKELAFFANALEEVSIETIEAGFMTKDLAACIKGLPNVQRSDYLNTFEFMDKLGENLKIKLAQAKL
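IDH1-R132H (0.5 ug/mL dispensed) in pH 7.5 Tris buffer was preincubated 30 min with compound, then given a substrate mix of 0.016 mM NADPH and 2 mM alpha-KG for 80 min at room temperature; remaining NADPH was read by diaphorase/resazurin fluorescence.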
12-LOX inh: Primary qHTS assay for inhibitors of human arachidonate 12S-lipoxygenase (ALOX12): Round 2; actives 1.1% (n = 580,000); Polyunsaturated fatty acid lipoxygenase ALOX12 (Homo sapiens), P18054; Potency, µM (doses to about 108 µM), for inactives: top-dose activity change, negative = inhibition, actives largely listed as inhibitors; purified 12hLO, xylenol orange hydroperoxide absorbance; note: % is set by controls: 0 for no effect and ±100 for the full control effect
Target sequence (P18054 whole entry, looked up): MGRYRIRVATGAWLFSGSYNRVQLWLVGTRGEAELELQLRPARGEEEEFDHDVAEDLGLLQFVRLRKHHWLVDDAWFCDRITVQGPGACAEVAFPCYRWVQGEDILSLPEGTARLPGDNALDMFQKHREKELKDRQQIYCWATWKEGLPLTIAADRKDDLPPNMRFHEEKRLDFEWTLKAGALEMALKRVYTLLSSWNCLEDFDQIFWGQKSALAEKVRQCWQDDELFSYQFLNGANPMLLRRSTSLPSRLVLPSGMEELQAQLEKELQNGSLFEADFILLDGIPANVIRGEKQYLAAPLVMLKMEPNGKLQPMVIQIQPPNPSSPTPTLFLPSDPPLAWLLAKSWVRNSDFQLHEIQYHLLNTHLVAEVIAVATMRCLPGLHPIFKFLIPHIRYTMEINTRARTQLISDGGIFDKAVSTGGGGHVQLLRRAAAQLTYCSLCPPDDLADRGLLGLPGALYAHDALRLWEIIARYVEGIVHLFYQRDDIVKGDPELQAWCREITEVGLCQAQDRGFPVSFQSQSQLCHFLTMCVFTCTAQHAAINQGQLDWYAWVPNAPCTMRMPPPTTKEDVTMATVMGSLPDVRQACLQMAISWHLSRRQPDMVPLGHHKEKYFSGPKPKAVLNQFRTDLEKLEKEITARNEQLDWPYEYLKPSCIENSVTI
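Hydroperoxide product was detected by ferrous iron/xylenol orange as the 573 to 405 nm absorbance ratio. Arachidonic acid at 40 uM (final) was turned over for 30 min at room temperature by 150 nM human 12hLO, pH 7.0 Hepes buffer, after 15 min compound preincubation.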
RXFP1 ag: qHTS Assay for Agonists of the Relaxin Receptor RXFP1. Relaxin receptor 1 (Homo sapiens), Q9HBX9. Potency, µM (titrated, usually from 57.5 µM), for inactives: at the highest dose activation, usual class: activators. HEK293T-RXFP1 cAMP TR-FRET, 30 min; response scale: percent of porcine relaxin response, buffer zero. actives 0.3% (n = 370,000); note: % is set by controls: 0 for no effect and ±100 for the full control effect; nearly all actives have a fitted effect of over 60% in size; many of its hits are not listed in these tables
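HEK293T cells stably expressing RXFP1 were pretreated with the PDE4 inhibitor Ro 20174, exposed to compounds for 30 min at 37C, lysed, and cAMP was read by TR-FRET. Data normalized to buffer (basal) and 29 nM porcine relaxin (100%).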
USP1 inh: Inhibitors of USP1/UAF1: Primary Screen. recombinant USP1/UAF1, Ub-Rhodamine cleavage fluorescence. Potency, µM (doses to about 57.1 µM), for the others: top-dose activity change, negative = inhibition, actives largely listed as inhibitors. actives 0.23% (n = 390,000); note: % is set by controls: 0 for no effect and ±100 for the full control effect; nearly all actives have a fitted effect of over 60% in size; inactives centre near -12
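In this screen, compounds sit with the deubiquitinase complex (1nM) for 15 min at room temperature before Ub-Rho is added at 150nM final. Fluorescence rise is then followed for 6 reads every 60 seconds.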
Vif-A3F inh: qHTS for Inhibitors of Vif-A3F Interactions: qHTS; HeLa A3F-eYFP + Vif (tagged APOBEC3F with the HIV-1 protein that degrades it), YFP fluorescence increase; Potency, µM (doses to about 46.1 µM), without a hit: top-dose activity, negative = active; actives 0.2% (n = 390,000); AID 602313, 2012; note: % of control where 0% means no effect; nearly all actives have a fitted effect of over 65% in size
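HeLa cells stably expressing Vif plus C-terminally eYFP-tagged A3F were seeded, incubated overnight at 37 deg C, dosed with compound, incubated overnight again at 37 deg C. Yellow fluorescence (Ex 488/Em 500-530) reported blocked Vif-mediated A3F-eYFP degradation.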
Vif-A3G inh: qHTS for Inhibitors of Vif-A3G Interactions: qHTS; DNA dC->dU-editing enzyme APOBEC-3G (Homo sapiens), Q9HC16; HeLa A3G-eYFP + Vif (tagged APOBEC3G with the HIV-1 protein that degrades it), YFP fluorescence, overnight; Potency, µM (series often up to 46.1 µM), without a hit: at the highest dose activity, negative = active, usual class: inhibitors; actives 0.076% (n = 410,000);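 note: % is set by controls: 0 for no effect and ±100 for the full control effect; nearly all actives have a fitted effect of over 60% in size; hits raise eYFP signal because A3G escapes Vif-driven loss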
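HeLa cells stably expressing Vif and C-terminally eYFP-tagged A3G, seeded overnight at 37 deg C, then exposed to compound by pintool overnight at 37 deg C. Rise in yellow fluorescence (Ex 488/Em 500-530, Acumen) marks blocked Vif-driven A3G degradation.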
rTrxR1 inhibitor: qHTS Assay for Inhibitors of Mammalian Selenoprotein Thioredoxin Reductase 1 (TrxR1): qHTS; Thioredoxin reductase 1, cytoplasmic (Rattus norvegicus), O89049; recombinant rTrxR1, NADPH fluorescence consumption, selenite substrate; Potency, µM (doses to about 114 µM), without a hit: at the top dose activity change, negative = inhibition, hits mostly inhibitors; actives 1% (n = 390,000); AID 588453, 2011; note: % is set by controls: 0 for no effect and ±100 for the full control effect; nearly all actives have a fitted effect of over 65% in size
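Rat TrxR1 (90 nM in the dispensed reagent) was pre-reduced with 400 uM NADPH for 5 min at room temperature, then incubated with compound for 15 min. After 400 uM selenite was added, NADPH fluorescence (Ex 340/Em 450 nm) was followed for 8 min.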
TrxR1 substrate: qHTS Assay for Substrates of Mammalian Selenoprotein Thioredoxin Reductase 1 (TrxR1): qHTS. purified TrxR1 substrate turnover, NADPH consumption readout. Thioredoxin reductase 1, cytoplasmic (Rattus norvegicus), O89049. actives 0.01% (n = 390,000). Potency, µM (series often up to 114 µM), inactives show top-dose activity change, negative = substrate turnover; note: % is set by controls: 0 for no effect and ±100 for the full control effect; nearly all actives have a fitted effect of over 50% in size
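Rat TrxR1, dispensed at 90 nM, was prereduced with 400 uM NADPH (final) for 5 min at ~22 deg C, then incubated with compound 15 min before 400 uM selenite. A first-read NADPH fluorescence drop versus no-compound background flagged substrates.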
An asterisk follows results filed as active; ? = inconclusive; nt = no result given; & = joins results of further samples; [ ] = dose if it differs, or a comment. Calls come from the whole dose curve; as a rule, active = well fitted curve in the direction sought with a large enough effect; inconclusive = small, poorly fitted or top-dose-only effect, or another doubt; inactive = no such curve, though single readings can be large; an effect the other way counts as inactive or inconclusive. Potency is the fitted concentration of half-maximal effect.

The opening 3 entries (preview)
1: CCOc1ccc(S(=O)(=O)N2CCN(C(=O)c3cc4c(s3)CCCC4)CC2)cc1
2: COc1cc2c(cc1NC(=O)COc1ccc(Cl)cc1Br)oc1ccccc12
3: CCOC(=O)C(CC)Sc1ncnc2nc[nH]c12 (stereo not given)
entry no.	1	2	3
RGS4 inhibitor	-28%	19%	8%
mIDH1 inhibitor	7%	3%	5%
12-LOX inh	3%	-12%	?
RXFP1 ag	-0.6%	-3.4%	3.5%
USP1 inh	-14%	-23%	-15%
Vif-A3F inh	1%	-11%	1%
Vif-A3G inh	-1%	0%	-1%
rTrxR1 inhibitor	9%	30%	-19%
TrxR1 substrate	3%	10%	-11%

The whole of this part (from the top)
1: CCOc1ccc(S(=O)(=O)N2CCN(C(=O)c3cc4c(s3)CCCC4)CC2)cc1
2: COc1cc2c(cc1NC(=O)COc1ccc(Cl)cc1Br)oc1ccccc12
3: CCOC(=O)C(CC)Sc1ncnc2nc[nH]c12 (stereo not given)
4: CCC(C)NC(=O)CN1C(=O)CC(C)(C)S(=O)(=O)c2ccccc21 (stereo not given)
5: CCOC(=O)C1CCCN(c2c(NCCc3ccc(C)cc3)c(=O)c2=O)C1 (stereo not given)
6: CC1=C(C(=O)OCc2ccccc2)N2C(=O)[C@@H](NC(=O)COc3ccccc3)[C@H]2SC1
entry no.	1	2	3	4	5	6
RGS4 inhibitor	-28%	19%	8%	21%	12%	-9%
mIDH1 inhibitor	7%	3%	5%	-6%	1%	-2%
12-LOX inh	3%	-12%	?	443%[activator]	6%	7%
RXFP1 ag	-0.6%	-3.4%	3.5%	0.0%	1.5%	0.2%
USP1 inh	-14%	-23%	-15%	-5%	-5%	-22%
Vif-A3F inh	1%	-11%	1%	0%	1%	4%
Vif-A3G inh	-1%	0%	-1%	0%	-2%	2%&0%
rTrxR1 inhibitor	9%	30%	-19%	-3%[57.1 µM]	-2%	8%&-15%
TrxR1 substrate	3%	10%	-11%	-5%[57.1 µM]	-3%	-4%&-5%

7: Cc1csc(NC(=O)c2ccc(Br)s2)n1
8: O=C(Nc1nnc(CC2=CCCCC2)s1)Nc1ccccc1F
9: Cc1ccc(C(=O)NCCCn2ccnc2)cc1C
10: COc1ccc(-c2noc(-c3ccc(N4CCCC4)c([N+](=O)[O-])c3)n2)cc1
11: Cn1cc(-c2cc3n(n2)CCC(=O)N3CC(=O)NCc2ccccc2)c2ccccc21
12: COc1ccc(CNC(=O)N2CCN(S(=O)(=O)c3ccccc3)CC2)cc1
entry no.	7	8	9	10	11	12
RGS4 inhibitor	-19%	8%	11%	-3%	-2%	16%
mIDH1 inhibitor	6%	8%	-3%	6%	-18%	-4%
12-LOX inh	0%	nt	118%[activator]	-7%	?	12%
RXFP1 ag	7.5%	1.9%	nt	13%	0.0%	3.0%
USP1 inh	-21%	-1%	-27%	-9%	1%	4%
Vif-A3F inh	3%	11%	-6%	0%	-10%	-9%
Vif-A3G inh	-2%	2%	1%	3%	0%	-1%
rTrxR1 inhibitor	-6%	16%	30%	1%	18%[57.1 µM]	-5%[57.1 µM]
TrxR1 substrate	-7%	5%	8%	0%	-2%[57.1 µM]	-3%[57.1 µM]

13: COc1ccc(CCC(=O)NCc2nc3cccnc3n2Cc2ccc(F)cc2)cc1
14: COC(=O)c1ccc(Cn2c(SCC(=O)N(C)c3ccccc3)nc3ccccc32)cc1
15: CCOC(=O)c1c(C)n(C)c2ccc(O)c(CN3CCN(C)CC3)c12
16: O=C(Nc1ccc(F)cc1)C1COc2ccccc2O1 (stereo not given)
17: CCN(CC)S(=O)(=O)c1ccc(=O)[nH]c1
18: COc1ccc(N2CCN(c3csc4ccc(Cl)cc4c3=O)CC2)cc1
entry no.	13	14	15	16	17	18
RGS4 inhibitor	7%	6%	21%	-8%	4%	?
mIDH1 inhibitor	-10%	-11%	3%	-8%	8%	0%
12-LOX inh	-25%	-21%	-9%	0%	22%	-12%
RXFP1 ag	1.3%	1.0%	2.1%	0.8%	1.6%	2.1%
USP1 inh	-3%	-17%	-7%	-9%	-10%	-6%
Vif-A3F inh	0%	1%	-3%	5%	-2%	-3%
Vif-A3G inh	3%	3%	1%	-1%	0%	-1%
rTrxR1 inhibitor	8%[57.1 µM]	10%[57.1 µM]	-3%	25%	5%[57.1 µM]	9%[57.1 µM]
TrxR1 substrate	-3%[57.1 µM]	-4%[57.1 µM]	6%	-1%	6%	3%[57.1 µM]

19: C/C=C(\C)CN1CCCC(CO)(Cc2ccccc2)C1 (stereo not given)
20: O=C(/C=C/c1ccc(Cl)cc1)NCCc1ccccc1
21: CCC(=O)N1CCc2cc(Br)cc(S(=O)(=O)N3CCC(C(=O)N(CC)CC)CC3)c21
22: N/C(=N\OC(=O)C12CC3CC(CC(C3)C1)C2)c1cccnc1
23: Cc1cccc(-n2cnc3cc(C(=O)NCc4ccccc4Cl)ccc32)c1
24: CCOC(=O)N1CCC(NC(=O)CSc2cc(=O)n(C)c3ccccc23)CC1
entry no.	19	20	21	22	23	24
RGS4 inhibitor	19%	8%	0%	-4%	16%	-9%
mIDH1 inhibitor	-6%	-5%	25%	-1%	39%[activator]	-3%
12-LOX inh	0%	-23%	-24%	17%	-7%	0%
RXFP1 ag	-3.3%	7.6%	7.7%	2.5%	-3.0%	8.0%
USP1 inh	0%	-12%	?	3%	-17%	-10%
Vif-A3F inh	-2%	-3%	-3%	-12%	3%	-7%
Vif-A3G inh	0%	-1%	1%	3%	-4%	-6%
rTrxR1 inhibitor	-1%	9%	3%	8%	-4%[57.1 µM]	10%[57.1 µM]
TrxR1 substrate	-2%	-2%	-3%	-3%	-12%[57.1 µM]	10%[57.1 µM]

25: CCCCOC(=O)c1ccc(NC(=O)C(CCS(C)(=O)=O)NC(C)=O)cc1 (stereo not given)
26: O=C(Cc1ccc(S(=O)(=O)N2CCCC2)s1)N1CCN(c2ccccc2)CC1
27: O=C(c1cc2ccccc2oc1=O)N1CCN(c2ccccn2)CC1
28: COc1ccccc1NS(=O)(=O)c1ccc(NN=C2CCCC2)c([N+](=O)[O-])c1
29: CCN1C(=O)[C@H]2[C@@H](c3ccc(-c4ccc(OC)cc4)c(OC)c3)N[C@@](C)(C(=O)OC)[C@H]2C1=O
30: CCOC(=O)c1cc(-c2ccccc2)n(CCCC(=O)Nc2cc(C)ccc2OC)c1C
entry no.	25	26	27	28	29	30
RGS4 inhibitor	-27%	0%	13%	-9%	-7%	-9%
mIDH1 inhibitor	4%	6%	5%	-4%	-2%	-13%
12-LOX inh	-9%	0%	0%	-22%	-7%	-6%
RXFP1 ag	1.5%	-0.1%	0.7%	-1.2%	1.8%	0.0%
USP1 inh	-5%	-16%	-18%	-22%	12%	0%
Vif-A3F inh	1%	4%	7%	-1%	-3%	7%
Vif-A3G inh	1%	1%	1%	-2%	-8%	3%
rTrxR1 inhibitor	4%[57.1 µM]	16%[57.1 µM]	-2%[57.1 µM]	-10%	-3%	18%[57.1 µM]
TrxR1 substrate	7%[57.1 µM]	-1%[57.1 µM]	-2%[57.1 µM]	-10%	27%	0%[57.1 µM]

31: O=C(N/N=C/c1ccco1)Nc1ccccc1
32: COc1ccc(Cl)cc1C(=O)Nc1c2c(nn1-c1ccc(Cl)cc1)CS(=O)(=O)C2
33: Cc1ccc(S(=O)(=O)NC(=NC(C)C(=O)O)c2ccccc2)cc1 (stereo not given)
34: O=C(CSc1ncnc2c1oc1ccccc12)c1cccs1
35: Cn1c(CCNS(=O)(=O)c2ccccc2)nnc1SCc1cccnc1
36: CN1C(=O)CC(NNC(=O)c2ccc(Cl)cc2)C1=O (stereo not given)
37: Cc1ccccc1OCC(O)Cn1c(=N)n(CCN2CCCCC2)c2ccccc21 (stereo not given)
38: CC(C)[C@H](NC(=O)[C@@H]1Cc2ccccc2CN1)C(=O)NC1CCCCC1
entry no.	31	32	33	34	35	36	37	38
RGS4 inhibitor	9%	-5%	0%	10%	15%	-4%	-15%	12%
mIDH1 inhibitor	9%	7%	1%	6%	0%	0%	nt	0%
12-LOX inh	-5%	-13%	2%	14%	-5%	-3%	-10%	-10%
RXFP1 ag	0.3%	10%	-0.2%	22µM*	-0.8%	2.7%	-0.1%	2.9%
USP1 inh	?	-29%	-10%	-6%	7%	-8%	19%	-11%
Vif-A3F inh	14%	0%	0%	-25%	-7%	-9%	nt	-14%
Vif-A3G inh	-1%	0%	0%	-2%	-5%	1%	nt	2%
rTrxR1 inhibitor	0%[57.1 µM]	13%[57.1 µM]	6%	15%	-13%	34%[activator]	84%[activator]	-6%
TrxR1 substrate	7%[57.1 µM]	0%[57.1 µM]	4%	5%	-8%	14%	183%[activator]	-7%

A portion of the library. The share of hits here may be higher or lower than overall.
